From PubChem
Pf Dd2 inh = Plasmodium falciparum Dd2 growth inhibition | Potency, µM (doses to about 28.9 µM), inactives show at the top dose activity, negative = inhibition, hits mostly inhibitors | P. falciparum Dd2 growth, SYBR Green, 72 h | actives 4.3% (n = 120,000) | AID 1347417; active means well fitted inhibition curve with a large enough effect; inconclusive means small, poorly fitted or top-dose-only effect; inactive means no such curve, though single readings can be large or run the other way;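 further: plate controls were DMSO vehicle for no effect and reference drug for full effect; nearly all actives have a fitted effect of over 65% in size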
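Readout: SYBR Green fluorescence, 485 nm excitation, 535 nm emission, after ~16 h lysis at 37C. Before that, Dd2-infected red cells (2.5% hematocrit) grew 72 h with compound, 29 uM top final concentration.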
Active calls of the source: *; i = inactive; ? = inconclusive; [ ] = another dose, or the depositor's remark. Potency means the concentration at half of the fitted maximal effect.

molecule | Pf Dd2 inh
CN1CCOc2c(C(=O)NCc3cnn(C)c3)cc(-c3ccccc3O)cc21 | i
CC(=O)N1c2ccc(S(=O)(=O)NCC3CCC(C(=O)Nc4cccc(F)c4)CC3)cc2CC1C (configuration not stated) | i
COC(=O)c1ccc(NC(=O)N2CCCC(Cc3nncn3CC3CC3)C2)cc1 (configuration not stated) | i
O=C(O)CCn1ccc2cc(S(=O)(=O)N3CCCCCC3)ccc21 | -21.3%
C=CCc1cccc2cc(C(=O)NCCc3c(C)[nH]c4c(C)cccc34)c(=O)oc12 | -5.4%
Cc1ccc(C(=O)N2CCCN(c3cc(-c4ccccc4)[nH]n3)CC2)cc1 | i
O=C1CS(=O)C2(CCNCC2)N1c1ccccc1 (configuration not stated) | 17.5%
CC(c1ccc(F)cc1)N1Cc2cc(NC(=O)COc3ccccc3)ccc2OCC1=O (configuration not stated) | -10.6%
CN1CCCCCCN(C(=O)c2ccnn2C)[C@H]2CCC[C@H]2C1=O | 2.1%
O=C(NCc1cccc(Cl)c1)c1cc2c(s1)CCN(C(=O)c1ccccc1)C2 | 10µM*
CC[C@H]1CN(C(=O)Nc2cccc(C(F)(F)F)c2)CC[C@H]1CC(=O)NCc1ccc(F)cc1 | i
COCCNC(=O)[C@@H]1C[C@@H](O)CN1C1CCN(C(=O)c2cc(F)ccc2F)CC1 | -1.9%
O=C(COc1ccccc1)NCCc1csc(-c2ccc(F)cc2)n1 | i
O=C(Nc1ccc(Oc2ccccc2)cc1)O[C@@H]1CO[C@H]2[C@@H]1OC[C@@H]2n1nnnc1SC1CCCC1 | -7.0%
COc1ccc(S(=O)(=O)c2cn(C)c3cc(N4CCCC4)c(F)cc3c2=O)cc1 | ?
CC(C)NC(=O)c1ccccc1OCC1CCCN(Cc2nccs2)C1 (configuration not stated) | ?
CCc1ccccc1Nc1nn2c(=O)c3ccc(C(=O)NCc4ccccc4Cl)cc3nc2s1 | 11.2µM*
CC(C)N1C(=O)CO[C@H]2CN(Cc3ncc[nH]3)C[C@H]21 | -4.3%[44.1 µM]
CSc1cccc(NC(=O)Cn2c(Nc3cc(C)cc(C)c3)nc(C)cc2=O)c1 | -10.2%
CCc1ccccc1NC(=O)CSc1ncc(S(=O)(=O)c2ccccc2)c(N)n1 | i
COc1cccc(-n2c(SCc3ccccc3C)nc3c([nH]c4ccccc43)c2=O)c1 | ?
CCc1nc2c(c(-c3ccc(O)cc3)n1)CCN(Cc1ccccc1OC)CC2 | ?
O=C(c1cccnc1)N1CCC2(CNS(=O)(=O)c3cnccc3O2)C1 (configuration not stated) | 17.8%
COc1ccc(-c2ccc3c(c2)C(=O)N2CCN(C(=O)c4cccc(F)c4)C[C@@H]2C(=O)N3)cc1 | i
CCOCCc1nn2c(=O)cc(COC(=O)CNC(=O)c3ccc(F)cc3)nc2s1 | 43.4%[activator]

Some of these compounds in order of molar mass, descending.
molecule | Pf Dd2 inh
CC(=O)N1c2ccc(S(=O)(=O)NCC3CCC(C(=O)Nc4cccc(F)c4)CC3)cc2CC1C (configuration not stated) | i
CC(c1ccc(F)cc1)N1Cc2cc(NC(=O)COc3ccccc3)ccc2OCC1=O (configuration not stated) | -10.6%
CCc1ccccc1NC(=O)CSc1ncc(S(=O)(=O)c2ccccc2)c(N)n1 | i
Cc1ccc(C(=O)N2CCCN(c3cc(-c4ccccc4)[nH]n3)CC2)cc1 | i
CC(C)N1C(=O)CO[C@H]2CN(Cc3ncc[nH]3)C[C@H]21 | -4.3%[44.1 µM]

Additional structures:
molecule | Pf Dd2 inh
CCN(CCCNC(=O)CCn1ccn2nc3c(c2c1=O)CCCC3)c1ccccc1 | i
Cc1ccccc1NC(=O)CN1C(=O)CCn2nc(-c3cccn3C)cc21 | 8.3%
O=C(c1ccc(C(F)(F)F)cc1)N1CCN2C(=O)N(C3CCOCC3)C[C@H]2C1 | 0.6%[44.1 µM]
COc1cccc(CCNC(=O)c2c(C)noc2-c2ccc(OC(F)(F)F)cc2)c1 | i
CC1CCCN1c1ncnc2c1CN(C1CCCNCC1)C(=O)CN2C (configuration not stated) | 5.3%
Cc1ccc(CN(C(=O)c2ccco2)c2ccc(CC(=O)NCC(C)C)cc2)cc1 | ?
CC(C)c1cc(C(=O)NCc2ccc(F)cc2)no1 | -7.2%
COc1cc2c(cc1OC1CCCC1)NC(=O)C21CCN(c2ccc(C#N)cn2)CC1 | ?
Cc1cccc(-n2c(SCc3nc(-c4ccccc4C)no3)nnc2-c2ccccc2)c1 | 6.0%
CCOC(=O)c1ccc(CNC(=O)N2CCC3(CC2)CN(c2ccccc2)C3=O)cc1 | -27.3%
Cc1cc(F)ccc1NC(=O)Cn1c(=O)ccc2cc(S(=O)(=O)N3CCC(C)CC3)ccc21 | ?
COc1ccc(S(=O)(=O)NCC2Cn3cccc3C(=O)N2C)cc1 (configuration not stated) | -5.6%
CC(C)(C)c1ccc(-c2cc(C[C@H]3CNCC[C@H]3CC(=O)NC3CCCCC3)no2)cc1 | ?
CCCCc1nn2c(=O)cc(COC(=O)c3ccccc3NC(=O)C(C)(C)C)nc2s1 | -5.0%
Cc1cc(C(=O)NCc2c[nH]c3ncccc23)ccc1Cl | -6.8%[44.1 µM]
Cc1ccc(C2Cn3nnc(-c4noc(-c5ccccc5F)n4)c3CO2)cc1 (configuration not stated) | i
CCOC(=O)[C@H]1C[C@@H]2NCCCCCCNC(=O)[C@@H]2C1 | i
CC(C)NC(=O)N1CCCC1c1noc(CCC(=O)O)n1 (configuration not stated) | 158.7%[activator]
COc1ccc(-n2nnc(-c3nc(-c4cccs4)no3)c2N)cc1OC | -14.6%
Cc1nn(C)c(C)c1S(=O)(=O)NCCc1ncc(C)n1Cc1ccc(F)cc1 | ?
COc1ccc(N(Cc2cccs2)C(=O)COc2ccc(C(C)C)cc2)cc1 | ?
O=C(C1CCCN(C2CCN(c3nc4ccccc4o3)CC2)C1)N1CCSCC1 (configuration not stated) | -2.2%
O=C(CN1C(=O)C2(SCC(=O)N2c2ccccc2)c2ccccc21)NCCc1ccccc1 (configuration not stated) | 15.6%
COc1ccccc1Nc1ncc2c(n1)CN(C(=O)Cc1ccc3c(c1)OCO3)CCN2 | 31.0%[activator][44.1 µM]
O=C(c1ccc(-c2ccn[nH]2)cc1)N1CCCC(CCc2c(F)cccc2F)C1 (configuration not stated) | -9.5%
CC(=O)Nc1ccc(-c2c(C(C)C)nn(-c3cccc(F)c3)c2OC(C)=O)cc1 | -22.5%
CCOc1ccc(-c2nc(CSCC(=O)N3CCN(c4ccc(F)cc4)CC3)c(C)o2)cc1 | ?
O=C(Cc1ccc(-n2cnnn2)cc1)NC1CCOC2(CCOCC2)C1 (configuration not stated) | 38.0%[activator]
NS(=O)(=O)c1ccc(F)c(C(=O)NCc2noc(-c3ccco3)n2)c1 | 6.7%
COc1ccc(OCC2(C)COc3ccc(C(=O)Nc4ccccc4)cc3N2)cc1 (configuration not stated) | -24.5%[44.1 µM]
O=C(NCCc1cnc[nH]1)c1cc(-c2ccccc2F)cc2c1OCCN2Cc1cccnc1 | ?
COc1ccc(-c2nc3ccccc3s2)cc1NC(=O)COc1ccccc1C | 22.9%
CCC(=O)N1CCc2cc(S(=O)(=O)NCc3ccc(C)cc3)ccc21 | -3.4%
CNCCN1C(=O)CC[C@H]2CN(C(=O)c3cnc4nc(C)[nH]n4c3=O)CC[C@H]21 | -11.5%
COCC(=O)NC[C@H]1CCN(Cc2ccc(C)s2)C[C@H]1N(C)C | i
CCOC(=O)c1ccc(N2C(=O)c3[nH]nc(-c4ccccc4)c3C2c2cccs2)cc1 (configuration not stated) | 7.08µM*
CNC(=O)CCn1ncc2cc(OC3CCc4cccc(-c5ccccc5)c43)ccc21 (configuration not stated) | 2.82µM*
O=C(CCc1ccccc1)N1CC(c2noc(COc3ccccc3)n2)C1 | i
Cc1cccc(C)c1CN1CCC2(Cc3ccccc3CNC2=O)C1 (configuration not stated) | -23.4%
COC[C@@H]1CN(C(=O)c2cccc(C)n2)C[C@H]1c1ccccn1 | -0.1%
Cc1ccc(CSc2nc3ccncc3n2Cc2nc(-c3ccc(Cl)cc3)oc2C)cc1 | 4.7%
CC(C)CNC(=O)c1cc(C2CC2)nc2onc(C3CCCNC3)c12 (configuration not stated) | -23.4%
O=C(Nc1ccc(Oc2ccccc2)cc1)O[C@@H]1CO[C@H]2[C@@H]1OC[C@@H]2NS(=O)(=O)c1ccc2ccccc2c1 | ?
CN(C1CCCc2ccccc21)S(C)(=O)=O (configuration not stated) | -10.5%[44.1 µM]
O=C(COc1ccc(F)cc1)OCc1cc(=O)n2nc(C3CCCCC3)sc2n1 | 2.2%
CCCCNC(=O)C(CC)Sc1nnc(-c2ccc(OC)c(OC)c2)c(-c2ccc(OC)c(OC)c2)n1 (configuration not stated) | 25.7%
COc1ccc(CCC(=O)N[C@@H]2CN(S(C)(=O)=O)C[C@H]2CN(C)C)cc1 | 20.1%
CC(=O)N1CCNc2cc(-c3ccc(Oc4ccccc4)cc3)ncc2C1 | ?
CCNC(=O)CC1C(=O)N(c2ccc(F)cc2)C(=O)N1Cc1ccc(OC)c(OC)c1 (configuration not stated) | -5.2%
O=C(c1cnn2ccccc12)N1CCCC(c2nccn2Cc2ccncc2)C1 (configuration not stated) | -22.2%

Further compounds follow:
molecule | Pf Dd2 inh
Cn1cccc1CN1CCC2(CC1)CC(=O)Nc1ccccc1O2 | -18.0%[44.1 µM]
COCC(=O)NC1CCC12CCN(C(=O)NC(C)C)CC2 (configuration not stated) | -24.0%
CC(O)C(=O)N1CCc2[nH]nc(C(c3ccccc3)c3ccccc3)c2C1 (configuration not stated) | -11.9%
O=C(Cn1nc2n(c1=O)CCCCC2)NCc1ccc2c(c1)OCO2 | -23.1%
O=C(O)COCC(=O)N1Cc2[nH]cnc2C[C@H]1c1nc(Cc2ccccc2)no1 | 16.0%[44.1 µM]
CC(C)c1ccc(NC(=O)CSc2nc(=O)n(Cc3ccccn3)c3c2CCC3)cc1 | ?
CCn1cc(S(=O)(=O)c2ccccc2)c(=O)c2cc(F)c(F)cc21 | i
CCn1nccc1C(=O)N1CCC2(CC1)CC(c1nc(C)no1)N(C)C2 (configuration not stated) | 13.0%
CSCC(=O)N1CCC2(CC1)CC(c1ccccc1)CN(C)C2 (configuration not stated) | i
O=C(CCC1CCN(Cc2cnc[nH]2)CC1)NC1CCN(Cc2ccccc2)C1 (configuration not stated) | -16.4%
O=C(c1ccoc1)N1CC[C@@H](c2ccc3ccccc3c2)[C@H](O)C1 | -11.6%
COc1ccc(-c2cc(-c3c(C)noc3C)c3cncn3c2)cn1 | ?
CCn1c(C)c(CN2CCc3nc(N(C)C)[nH]c(=O)c3CC2)c2ccccc21 | 30.2%[activator][5.79 µM]
O=C(NCc1cccc(Cl)c1)c1ccc(NC(=O)N2CCSc3ccccc32)cc1 | -6.3%
CCN1c2cc(C(=O)NCc3ccc(F)cc3F)ccc2C(=O)N2CCCCCC21 (configuration not stated) | ?
CC(C)c1noc(CC2CCN(C(=O)c3ccccc3Cl)CC2)n1 | -14.7%
O=C(COCc1cc(-c2cccs2)on1)Nc1ccc(OC(F)(F)F)cc1 | -5.7%
Cc1noc(-c2cn(C3CCN(C(=O)c4cccc(F)c4)C3)nn2)n1 (configuration not stated) | i
COc1ccccc1N1CCN(C(=O)c2cc3c(=O)n(Cc4cccnc4)ccc3nc2C)CC1 | ?
COc1ccccc1-c1nnc(SCC(N)=O)o1 | 25.5%
O=C(Nc1cccc(Cl)c1)c1ccc2c(c1)CCN2S(=O)(=O)c1ccccc1 | ?
CN(c1ccc(F)cc1)S(=O)(=O)N1CCCC(C(=O)NCc2ccccc2Cl)C1 (configuration not stated) | ?
O=C(NC1CCc2ccccc21)c1cc(COc2ccc3c(c2)OCO3)[nH]n1 (configuration not stated) | -2.7%
COc1ccccc1CNC(=O)c1cn(C)c2ccc(S(=O)(=O)N(C)C3CCCCC3)cc2c1=O | ?
O=C(NCCc1csc2nc(-c3ccc(F)cc3)nn12)c1ccco1 | 37.3%[activator][5.79 µM]
CCOc1ccc(NC(=O)c2ccc3c(c2)N(C)C2CCCCCN2C3=O)cc1 (configuration not stated) | -2.5%
O=C(N[C@H]1[C@H](O)[C@H](O)C[C@@H]1c1cncnc1)c1ccc(C(F)(F)F)cc1 | 1.7%[44.1 µM]
O=C(Cn1c(=O)nc(-c2ccccc2F)c2cc(Cl)ccc21)Nc1ccccc1C(F)(F)F | 8.4%
CC1CCC2(CC1)NC(=O)N(CC(=O)N1CCOCC1)C2=O (configuration not stated) | -10.4%
Cc1cccc(NC(=O)C2CCN(c3nc4ccccc4[nH]3)CC2)c1C | i
COC(=O)c1ccc(NC(=O)c2cnc(-c3ccc(C)cc3)nc2-c2ccncc2)cc1 | -17.7%
CNC(=O)[C@H]1C[C@H](Oc2cccnc2)CN1S(=O)(=O)c1ccccc1 | -15.8%
CCN1C(=O)CCN(C(=O)c2c(C)noc2C)CC12CCOCC2 | 18.1%
CCn1cc(-c2ccc(Cl)cc2)cc1C(=O)O | 15.1%
CNC(=O)c1ccc(-c2nc(CN3CCc4ccccc43)c(C)o2)cc1 | ?
COc1cc(NC(=O)N2CCSc3ccccc32)cc(OC)c1OC | 28.8%

In the list so far, these contain a furan ring, fused or not:
molecule | Pf Dd2 inh
Cc1ccc(CN(C(=O)c2ccco2)c2ccc(CC(=O)NCC(C)C)cc2)cc1 | ?
NS(=O)(=O)c1ccc(F)c(C(=O)NCc2noc(-c3ccco3)n2)c1 | 6.7%
O=C(c1ccoc1)N1CC[C@@H](c2ccc3ccccc3c2)[C@H](O)C1 | -11.6%
O=C(NCCc1csc2nc(-c3ccc(F)cc3)nn12)c1ccco1 | 37.3%[activator][5.79 µM]

The list is partial (hit frequency here may not be typical).
